Source: PubChem (National Center for Advancing Translational Sciences (NCATS))
RXFP1 ag – agonists of human relaxin receptor RXFP1; Q9HBX9; HEK293T-RXFP1 cAMP TR-FRET, 30 min; response scale: percent of porcine relaxin response, buffer zero; Potency, µM (series often up to 57.5 µM), without a hit: at the highest dose activation, hits mostly activators; AID 2676; 370,000 tested, 0.3% active; note: potency is the fitted concentration of half-maximal effect; % is set by controls: 0 for no effect and ±100 for the full control effect; nearly all actives have a fitted effect of over 60% in size; many of its hits are not listed in these tables
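HEK293 cells stably expressing RXFP1, treated 30 min at 37C with compounds plus PDE4 inhibitor Ro 20174; cAMP measured by HTRF TR-FRET. Normalized to buffer and 29 nM porcine relaxin; EC50 by Hill fit.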
GRP78 ERSR act – ER stress response induction in glioma. U87-MG GRP78 promoter luciferase reporter, 16 h. Potency, µM, inactives show at the top dose activation, actives largely listed as activators. 420,000 tested, 0.02% active. AID 602332; note: potency is the fitted concentration of half-maximal effect; series mostly up to about 76 µM; % of control where 0% means no effect; nearly all actives have a fitted effect of over 35% in size
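ERSR induction read as luciferase luminescence (Bright-Glo, 10 min at room temperature) in stably transfected human U87-MG glioma cells exposed to compounds for 16 h, using GRP78 as sensor.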
D2 PAM – D2 dopamine receptor (human) potentiation; 340,000 tested, 0.34% active; HEK293 T-REx D2, calcium flux, EC20 dopamine potentiation; AID 485347; potentiation, % at 10 µM; P14416;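 active = potentiation over 3 SD above the plate norm, cut at about 30% in these data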; note: 0% is about no effect
Target sequence (P14416 whole entry, looked up): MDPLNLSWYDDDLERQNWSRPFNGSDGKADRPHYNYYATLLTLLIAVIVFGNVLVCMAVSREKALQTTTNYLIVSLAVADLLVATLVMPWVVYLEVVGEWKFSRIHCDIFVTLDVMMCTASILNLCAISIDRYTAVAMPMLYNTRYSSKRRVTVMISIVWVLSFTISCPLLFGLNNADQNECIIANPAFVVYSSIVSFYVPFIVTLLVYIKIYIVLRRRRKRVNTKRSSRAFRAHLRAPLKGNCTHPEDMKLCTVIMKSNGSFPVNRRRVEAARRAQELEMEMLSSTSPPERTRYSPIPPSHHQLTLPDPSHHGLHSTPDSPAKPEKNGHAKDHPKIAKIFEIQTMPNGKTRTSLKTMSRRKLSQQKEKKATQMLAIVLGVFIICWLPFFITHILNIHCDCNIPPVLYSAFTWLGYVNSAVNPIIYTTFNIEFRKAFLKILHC
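Tetracycline-induced HEK293 T-REx cells force-coupled to calcium signalling expressed D2; compounds were pin-added after a 10 s baseline, read kinetically 180 s, then an EC20 dopamine challenge followed with a further 180 s calcium read.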
D1 potentiator – potentiators of human D1 dopamine receptor. P21728. HEK293 TREx D1 cells, calcium flux, dopamine EC20 potentiation. potentiation, % at 10 µM. 360,000 tested, 0.036% active; in the data active = potentiation above about 30%; note: 0% is about no effect
Vif-A3G inh – Vif-A3G binding inhibition. Q9HC16. Potency, µM (top dose mostly 46.1 µM), for the others: top-dose activity, negative = active, hits mostly inhibitors. AID 602310. 410,000 tested, 0.076% active. HeLa A3G-eYFP + Vif (tagged APOBEC3G with the HIV-1 protein that degrades it), YFP fluorescence, overnight;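 note: potency is the fitted concentration of half-maximal effect; % is set by controls: 0 for no effect and ±100 for the full control effect; nearly all actives have a fitted effect of over 60% in size; hits raise eYFP signal because A3G escapes Vif-driven loss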
Target sequence (Q9HC16 whole entry, looked up): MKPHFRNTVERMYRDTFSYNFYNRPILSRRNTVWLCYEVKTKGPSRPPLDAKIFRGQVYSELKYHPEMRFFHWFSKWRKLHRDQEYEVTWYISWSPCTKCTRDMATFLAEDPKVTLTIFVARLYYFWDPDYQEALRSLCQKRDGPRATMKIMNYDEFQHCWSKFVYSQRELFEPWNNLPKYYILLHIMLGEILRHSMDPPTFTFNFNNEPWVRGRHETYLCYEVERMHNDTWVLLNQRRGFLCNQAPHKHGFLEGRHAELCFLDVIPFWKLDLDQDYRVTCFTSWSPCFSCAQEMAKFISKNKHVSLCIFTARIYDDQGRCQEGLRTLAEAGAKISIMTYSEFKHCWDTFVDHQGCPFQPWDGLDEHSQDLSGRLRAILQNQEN
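Read-out is eYFP fluorescence (Ex 488/Em 500-530) from Vif-expressing HeLa A3G-eYFP cells; more signal means A3G escaped Vif-mediated degradation. Cells plated overnight, compound pinned in, incubated overnight at 37 deg C.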
D1 antagonist – blocks dopamine activation of the human D1 receptor. P21728. HEK293 TREx D1 cells, calcium flux, dopamine EC80; stronger effect = lower value. activity change, negative = inhibition, % at 10 µM. 360,000 tested, 3.2% active. AID 504652; in the data active = activity change below about -30%; note: % is set by controls: 0 for no effect and ±100 for the full control effect
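Kinetic fluorescence of a calcium dye serves as the read-out. D1-expressing Hek293 Trex cells, induced overnight at 30 C, are exposed to compound for 180 s before an EC80 dopamine addition, then read 180 s further.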
LDHA inh – blocks human lactate dehydrogenase A | P00338 | purified LDHA, NADH/diaphorase-resazurin fluorescence; stronger effect = lower value | activity change, % (values are at about 110 or 230 µM) | 480,000 tested, 0.15% active | AID 1347041; in the data active = activity change below about -30%; inconclusive = mostly about -25% to -30%;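 note: plate controls were DMSO wells for no effect and wells without enzyme for full effect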
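Enzyme activity of human lactate dehydrogenase 5 (2 nM; 0.06 mM NADH, 0.2 mM pyruvate, 5 min, RT) is measured via a resazurin/diaphorase fluorescence readout of residual NADH.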
Vif-APOBEC3F blk – inhibitors of Vif-A3F interaction; HeLa A3F-eYFP + Vif (tagged APOBEC3F with the HIV-1 protein that degrades it), YFP fluorescence increase; Potency, µM (highest dose often 46.1 µM), for inactives: at the highest dose activity, negative = active; 390,000 tested, 0.2% active; AID 602313; note: potency is the fitted concentration of half-maximal effect; % of control where 0% means no effect; nearly all actives have a fitted effect of over 65% in size
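HeLa cells stably expressing A3F-eYFP plus Vif, plated and incubated overnight at 37 deg C, then exposed to compounds overnight at 37 deg C. Blocked degradation read as raised yellow fluorescence (Ex 488/Em 500-530).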
D1 agonist – human D1 receptor agonism; AID 504660; 360,000 tested, 1% active; activation, % at 2 µM; HEK293 T-REx D1 cells, calcium flux, agonist mode; in the data active = activation above about 30%; note: 0% is about no effect
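Inducible HEK293 T-REx D1 cells, force-coupled to calcium signalling, were plated at 4000 cells/well with tetracycline and held overnight at 30 C. After no-wash calcium dye loading, compound-evoked calcium rise over 180 s flagged agonists.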
Starred values were filed as active, the others as inactive; ? = inconclusive; . = not tested or not shown; & = joins results of further samples. Unless noted, calls come from the whole dose curve; as a rule, active = well fitted curve in the direction sought with a large enough effect; inconclusive = small, poorly fitted or top-dose-only effect, or another doubt; inactive = no such curve, though single readings can be large; an effect the other way counts as inactive or inconclusive. The list is partial; rates above refer to the full screens.

Field names: A = RXFP1 ag; B = GRP78 ERSR act; C = D2 PAM; D = D1 potentiator; E = Vif-A3G inh; F = D1 antagonist; G = LDHA inh; H = Vif-APOBEC3F blk; I = D1 agonist
CCC(C)N1CC(O)=C(c2nc3ccccc3[nH]2)C1=N (stereo not given)
  A: 1.0%; B: 5.8%; C: -6.4; D: -8.6; E: 3.4%; F: 3.4; G: -4.8; H: -2.2%; I: 0.8

Cc1ccccc1NC(=O)c1cc[n+]([O-])cc1
  A: -0.4%; B: -0.6%; C: 2.6; D: -2.8; E: 0.6%; F: 0.0; G: -8.9; H: 0.6%; I: -0.1

O=c1cc(Cc2nnc(SCc3ccccc3)n2-c2ccc(Cl)cc2)[nH]c(=O)[nH]1
  A: 1.6%; B: -4.8%; C: 1.8; D: -2.7; E: -3.0%; F: -8.2; G: -0.2; H: -3.2%; I: 2.0

CCN(CC)C(=O)C1=C(C)N(Cc2ccc(C(C)(C)C)cc2)C(=O)C(CC(=O)NC2CCCC2)C1 (stereo not given)
  A: .; B: -0.6%; C: .; D: .; E: -8.8%; F: .; G: -0.7; H: -9.8%; I: .

COC(CC(=O)NNC(=S)Nc1ccc(Cl)cc1)OC
  A: -0.8%; B: -3.1%; C: 2.0; D: 4.5; E: -66.7%; F: -30.1*; G: -1.8; H: 3.3%; I: 3.4

N=C(N)n1c(N)nc2ccccc2c1=O
  A: -0.2%; B: -5.3%; C: -12.8; D: 1.3; E: -1.7%; F: -5.4; G: -2.4; H: 4.0%; I: -0.1

COc1cc(/C=C(\C#N)C(=O)NCC2CCCO2)c([N+](=O)[O-])cc1OC (stereo not given)
  A: 2.0%; B: -2.9%; C: 19.4; D: -4.2; E: 0.9%; F: -17.7; G: 1.6; H: .; I: 2.7

CC(=O)c1ccccc1OCC(O)CNC1CCCC1 (stereo not given)
  A: 1.1%; B: -1.1%; C: .; D: -0.4; E: 4.0%; F: -1.6; G: -2.0; H: 7.5%; I: 0.1

O=C(COC(=O)CN1C(=O)C(=O)c2ccccc21)OCN1C(=O)c2ccccc2C1=O
  A: 3.1%; B: -1.4%; C: -2.1; D: -5.4; E: -3.5%; F: -8.6; G: 13.3; H: -1.2%; I: 0.5

COc1ccc(-n2cc(-c3ccccc3)c3c(=O)[nH]cnc32)cc1
  A: 1.1%; B: -3.6%; C: 13.9; D: -9.9; E: 2.1%; F: -0.2; G: -6.9; H: 20.2%; I: 1.4

5 compounds drawn at random from those above, as already listed:
Field names: A = RXFP1 ag; B = GRP78 ERSR act; C = D2 PAM; D = D1 potentiator; E = Vif-A3G inh; F = D1 antagonist; G = LDHA inh; H = Vif-APOBEC3F blk; I = D1 agonist
N=C(N)n1c(N)nc2ccccc2c1=O
  A: -0.2%; B: -5.3%; C: -12.8; D: 1.3; E: -1.7%; F: -5.4; G: -2.4; H: 4.0%; I: -0.1

CC(=O)c1ccccc1OCC(O)CNC1CCCC1 (stereo not given)
  A: 1.1%; B: -1.1%; C: .; D: -0.4; E: 4.0%; F: -1.6; G: -2.0; H: 7.5%; I: 0.1

CCN(CC)C(=O)C1=C(C)N(Cc2ccc(C(C)(C)C)cc2)C(=O)C(CC(=O)NC2CCCC2)C1 (stereo not given)
  A: .; B: -0.6%; C: .; D: .; E: -8.8%; F: .; G: -0.7; H: -9.8%; I: .

COc1cc(/C=C(\C#N)C(=O)NCC2CCCO2)c([N+](=O)[O-])cc1OC (stereo not given)
  A: 2.0%; B: -2.9%; C: 19.4; D: -4.2; E: 0.9%; F: -17.7; G: 1.6; H: .; I: 2.7

O=c1cc(Cc2nnc(SCc3ccccc3)n2-c2ccc(Cl)cc2)[nH]c(=O)[nH]1
  A: 1.6%; B: -4.8%; C: 1.8; D: -2.7; E: -3.0%; F: -8.2; G: -0.2; H: -3.2%; I: 2.0

(further entries)
Field names: A = RXFP1 ag; B = GRP78 ERSR act; C = D2 PAM; D = D1 potentiator; E = Vif-A3G inh; F = D1 antagonist; G = LDHA inh; H = Vif-APOBEC3F blk; I = D1 agonist
COCCN(C(=O)CSc1nnc(-c2cccs2)n1N)c1c(N)n(Cc2ccccc2)c(=O)[nH]c1=O
  A: 0.7%; B: -3.9%; C: -1.2; D: -6.9; E: 0.3%; F: -4.2; G: -2.1; H: 3.1%; I: 2.7

CCCOC(=O)CSc1nc(N)c(C#N)c(CC)c1C#N
  A: ?; B: -2.8%; C: -8.6; D: -5.4; E: -1.7%; F: -40.3*; G: -1.5; H: -10.7%; I: 3.7

COc1cc([C@@H]2Nc3c(F)cccc3[C@@H]3C=CC[C@@H]32)cc(Br)c1OC
  A: 2.4%; B: -2.9%; C: -4.1; D: -0.2; E: -3.0%; F: -4.7; G: -3.1; H: -1.0%; I: 2.0

O=C(NNC(=O)c1ccccc1Cl)c1ccc2c(c1)OCCO2
  A: .; B: -2.5%; C: .; D: .; E: 1.6%; F: .; G: -4.5; H: -4.1%; I: .

CCO[C@H]1OC(C(=O)Nc2ccccc2)=C[C@@H](C2CC2)[C@@H]1CCCO
  A: -2.0%; B: -3.3%; C: 6.7; D: -5.3; E: 0.8%; F: -5.6; G: 0.1; H: -1.9%; I: -3.1

COc1cccc(NC(=S)NCCN2CCOCC2)c1
  A: 3.1%; B: -1.2%; C: 3.6; D: -3.7; E: -0.4%; F: -2.2; G: -6.7; H: -12.1%; I: 3.1

CC(C)(C)NC(=O)CSc1nnc(C2CC2)n1-c1ccccc1
  A: 1.7%; B: -1.3%; C: -1.8; D: -5.5; E: 5.5%; F: 0.7; G: -0.7; H: 0.2%; I: 2.2

COc1ccc(Cn2nnnc2C(c2cccs2)N2CCN(c3ccccc3)CC2)cc1 (stereo not given)
  A: -0.1%; B: -3.2%; C: 0.9; D: -6.0; E: 0.6%; F: 1.1; G: -5.1; H: -8.3%; I: 3.9

COc1ccc(OC)c(NC(=O)c2cc(-c3c(C)cc(C)cc3O)n[nH]2)c1
  A: -0.6%; B: 0.4%; C: 3.8; D: -3.1; E: -6.0%; F: -2.6; G: -4.1; H: -12.1%; I: 2.3

O=C(c1cnn2c(C(F)(F)F)cc(-c3ccc4c(c3)OCO4)nc12)N1CCCC1
  A: 2.0%; B: -4.0%; C: 1.2; D: -4.2; E: -9.7%; F: -1.2; G: -5.5; H: -18.8%; I: 0.3

Following part:
compound	RXFP1 ag	GRP78 ERSR act	D2 PAM	D1 potentiator	Vif-A3G inh	D1 antagonist	LDHA inh	Vif-APOBEC3F blk	D1 agonist
Cc1ccc(-n2c(SCC(=O)NC3CCCCC3)nc3c(c2=O)SCC3)cc1	1.2%	-3.0%	-9.9	-2.5	-3.9%	12.3	-1.9	1.4%	-1.1
COc1cccc(C(=O)Nc2ccc3oc(-c4cccc5c(Br)cccc45)nc3c2)c1	?	-1.6%	-0.9	-0.8	0.3%	6.0	12.0&0.5	4.5%	6.0
CCOc1ccc(CCNC(=O)c2cnc3sc(N4CCCCC4)nn3c2=O)cc1	-2.0%	1.2%	-6.7	-5.2	1.9%	2.5	0.1	1.4%	2.2
O=C(Nc1ncccn1)C1CCCCC1	-0.7%	-3.9%	-6.2	2.1	-1.0%	7.1	0.8	-8.5%	-0.4
Cc1ccc(S(=O)(=O)c2ccccc2)cc1S(=O)(=O)N1CCOCC1	1.4%	-1.3%	0.9	-4.8	1.1%	3.0	-14.6	-4.5%	3.6
CN1CCN(S(=O)(=O)c2cccc(C(=O)N(c3ccccn3)C3CCCCC3)c2)CC1	0.2%	-8.3%	2.4	2.0	1.4%	9.5	-1.8	-11.9%	0.1
COc1cc(NC(=O)Cn2ncc3c(=O)oc4ccccc4c32)cc(OC)c1OC	-0.1%	-2.2%	-4.1	0.5	5.7%	13.7	-3.3	-3.1%	-1.5
NC(=O)C1(Nc2ccc(-c3ccc(Br)cc3)cc2)CCCC1	.	10.2%	.	.	-9.2%	.	-0.6	3.9%	.
Cc1cccc(OCC(=O)OC2CCN(C)CC2)c1	0.0%	1.6%	-2.3	-4.0	-0.5%	8.1	1.0	-6.5%	1.5
COc1ccc(/C=N/NC(=O)CC2N=C(Cc3ccccc3)NNC2=O)cc1OC (stereo not given)	1.3%	-1.0%	-1.9	0.1	-6.4%	-3.8	-5.0	2.3%	2.9
Cc1cccn2c(=O)nc(SCC(=O)NCc3ccccc3)nc12	4.7%	0.3%	9.3	1.1	-0.2%	-12.3	-5.5	-7.9%	3.1
CC(C)(C)c1ccccc1NC(=O)CN1C(=O)NC2(CCCC2)C1=O	0.8%	0.3%	.	-0.5	0.3%	-9.1	-12.7	-4.0%	-0.4
CCN(CC)CCNC(=O)c1ccc(NC(=O)c2cn(-c3ccccc3)nc2-c2cccs2)cc1	3.2%	-1.0%	-8.8	-10.8	-15.7%	-80.5*	-0.9	11.9%	13.7
Cc1nc2nc(CNC(=O)c3cccc(F)c3)nn2c(C)c1CCC(=O)Nc1cccc(Cl)c1	-0.3%	-3.7%	11.3	-1.1	-3.5%	-2.3	0.4	-1.7%	8.5
NC(=O)c1ccccc1NC(=O)CN1c2ccccc2S(=O)(=O)c2ccccc21	0.2%	-2.8%	-13.5	-5.2	0.7%	-19.7	3.5	-1.8%	1.4
C[C@@H](NC(=O)c1nc[nH]c1C(=O)N[C@H](C)c1ccccc1)c1ccccc1	0.7%	-1.4%	-1.6	-7.8	-1.0%	-13.0	1.7	-11.1%	0.5
Cc1cc(C)cc(C(=O)n2nc(C)c(S(=O)(=O)N3CCOCC3)c2C)c1	1.5%	-2.4%	.	-2.9	0.0%	1.5	2.3	-0.6%	-1.8
CCCCn1c(C2CC(=O)N(c3ccc(OCC)cc3)C2)nc2ccccc21 (stereo not given)	-0.2%	1.3%	-4.2	0.7	-7.5%	-5.3	-6.2	-3.0%	-1.4
CCOc1ccc(CNC(=O)CCS(=O)(=O)Cc2ccc(C)cc2)cc1OC	2.6%	-4.5%	4.3	-6.7	0.9%	-7.8	-4.3	-4.2%	-1.1
Cc1ccc(-c2cn3c(n2)sc2cc(C(=O)NCCC4=CCCCC4)ccc23)c(C)c1	-0.2%	0.4%	5.6	-4.3	-3.4%	-1.1	-10.6	-0.8%	3.8
